# MITF act: MITF TRPM1 promoter activation in melanoma cells; SK-MEL-5 TRPM1-promoter luciferase, 24 h; % of positive control, neutral wells = 0; activation, % at 12.5 µM; actives 0.75% (n = 300,000);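 active means mean activation of at least 80% with every replicate also reaching 80%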;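 further: 0% = neutral control wells and 100% = parthenolide positive control wells; values of inactives mirror those of a sister screen read the other way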
# Tat export inh: blocks Tat-dependent protein export in E. coli | inhibition, % at 10 µM | E. coli MC4100 TorA-mCherry Tat export, fluorescence | actives 0.036% (n = 340,000);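 active means mean replicate inhibition at least 50% and at least half of replicates individually reaching 50%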;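 further: exported cargo escapes ClpAP degradation while cytoplasmic cargo is degraded and loses fluorescence; 0% = median of neutral control wells and 100% = median of NaSCN control wells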
# CAL PDZ FP-1: inhibitors of human CAL PDZ peptide binding | Q9HD26 | purified CAL PDZ, TMR-peptide fluorescence polarization, 1 h | inhibition, % at 24.9 µM | actives 0.92% (n = 300,000) | AID 602252;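 active means mean inhibition of at least 30% with at least half of replicates also reaching 30%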;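 further: 0% = DMSO neutral control and 100% = excess unlabeled competitor peptide PRC23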
# E coli growth: bacterial growth inhibition, counter-screen for AddAB inhibitors | E. coli V3065 growth, OD600 absorbance, 18 h | inhibition, % at 11.9 µM | AID 449728 | actives 0.27% (n = 330,000);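 active means inhibition above the campaign's mean inhibition across all tested compounds plus 3 SD, cut at about 9.9% in these data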;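 further: uninfected addAB+ strain grown without phage in ampicillin broth; 0% = DMSO wells and 100% = ciprofloxacin 0.95 µg/ml wells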
# Wnt bcat act: activates Wnt/beta-catenin signaling in a reporter cell assay | activator, plate reader | actives 1.2% (n = 300,000) | activation, % at 9.35 µM; in the data active means activation above about 30%, passing the limit was not always enough;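 further: 0% = neutral control wells and 100% = positive control wells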
# SR-BI HDL uptake: blocks mouse SR-BI lipid uptake from DiI-HDL; AID 488896; ldlA[mSR-BI] CHO cells, DiI-HDL uptake fluorescence, 3 h; actives 0.96% (n = 320,000); Q61009; inhibition, % at 12.5 µM;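 active means mean replicate inhibition of at least 70% and a set share of replicates each scoring 70 or more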;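 further: 0% = median of neutral control wells and 100% = median of positive control wells; values of inactives mirror those of a sister screen read the other way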
# Target sequence (Q61009 whole entry, looked up): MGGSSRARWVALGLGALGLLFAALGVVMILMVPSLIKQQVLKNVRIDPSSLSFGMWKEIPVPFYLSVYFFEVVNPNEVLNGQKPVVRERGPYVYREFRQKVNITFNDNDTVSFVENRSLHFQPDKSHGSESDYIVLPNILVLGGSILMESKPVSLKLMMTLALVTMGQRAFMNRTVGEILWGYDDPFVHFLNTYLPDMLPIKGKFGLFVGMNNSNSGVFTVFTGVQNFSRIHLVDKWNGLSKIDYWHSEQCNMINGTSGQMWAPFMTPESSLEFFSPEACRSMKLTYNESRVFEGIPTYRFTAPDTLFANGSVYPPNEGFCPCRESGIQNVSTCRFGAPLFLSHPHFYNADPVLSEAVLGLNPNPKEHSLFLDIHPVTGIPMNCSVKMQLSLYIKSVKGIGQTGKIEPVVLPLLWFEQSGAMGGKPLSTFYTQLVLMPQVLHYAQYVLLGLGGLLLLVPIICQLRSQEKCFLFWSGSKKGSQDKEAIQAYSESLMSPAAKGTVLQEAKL
# SR-BI uptake up: activators of SR-BI mediated HDL lipid uptake | CHO ldlA[mSR-BI] cells, DiI-HDL uptake fluorescence, 3 h; 100 = double the neutral-control signal | activation, % at 12.5 µM | actives 0.096% (n = 320,000) | AID 504775;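 active means mean replicate activation of at least 60% and every replicate at or above 60%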;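 further: 0% = median plate neutral-control signal and 100% = twice that signal; values of inactives mirror those of a sister screen read the other way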
#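 System: CHO ldlA[mSR-BI] cells / Medium: HEPES-buffered (25 mM, pH 7.4) F12 plus 0.5% BSA / Probe or stimulus: labelled HDL, 10 µg/mL / Doses: single compound concentration, delivered by pin transfer / Schedule: 3 h, 37 °C / Measured by: DiI fluorescence, bottom read / Measure: cell-associated DiI fluorescence as measure of HDL uptake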
# AddAB inh: less growth of phage-infected E. coli with AddAB; E. coli expressing H. pylori AddAB, absorbance growth; inhibition, % at 11.9 µM; actives 0.29% (n = 330,000); in the data active means inhibition above about 12%;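 further: 0% = vehicle wells of infected cells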
# phage Ecoli inh: E. coli growth loss with phage present. growth absorbance. inhibition, % at 11.9 µM. actives 0.26% (n = 360,000); in the data active means inhibition above about 11%
# CAL PDZ FP-2: blocks peptide binding to human CAL PDZ domain; Q9HD26; purified CAL PDZ, TMR-peptide fluorescence polarization, 1 h; inhibition, % at 20 µM; actives 0.02% (n = 330,000); AID 504414;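 active means highest replicate inhibition of at least 40%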;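 further: plate controls were DMSO neutral control wells for no effect and unlabeled competitor peptide control wells for full effect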
#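 Material: tagged CAL PDZ protein CerCALP, purified; buffer or medium: sodium phosphate/NaCl buffer pH 7.4 with TCEP, IgG, Thesit; also added: fluorescent TMR peptide probe; schedule: 1 h incubation at room temperature before polarization reading; technique: fluorescence polarization from S- and P-plane intensities, G-factor corrected; control set: unlabelled peptide and DMSO controls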
# * = called active by the depositor; . = no result given.
SMILES,MITF act,Tat export inh,CAL PDZ FP-1,E coli growth,Wnt bcat act,SR-BI HDL uptake,SR-BI uptake up,AddAB inh,phage Ecoli inh,CAL PDZ FP-2
O=c1oc(/C=C/c2ccccc2)nc2ccccc12,9.0,-4.5,1.3,.,6.3,-9.3,9.3,.,3.1,-10.5
Cc1ccc(-n2c(SCC(=O)Nc3ccc4c(c3)OCO4)nnc2-c2cccs2)cc1,-8.1,-3.7,-0.4,1.8,.,60.2,-60.2,1.8,2.0,-0.6
COc1cc(C(=O)Nc2cc(OC)c(OC)c(OC)c2)ccc1OCc1c(C)noc1C,-0.6,-0.8,-2.2,0.0,-2.7,87.0*,-87.0,0.7,-0.5,1.2
Cc1cc(C)cc(NC(=S)N(CCCN2CCN(C)CC2)Cc2cccs2)c1,1.1,-1.9,.,-0.2,-1.5,-11.0,11.0,-1.2,0.2,-0.7
CCN(CC(=O)Nc1ccc(NC(C)=O)cc1)C(=O)c1cc([N+](=O)[O-])ccc1Sc1ccc(Cl)cc1,-9.4,11.1,-10.0,.,-3.5,45.4,-45.4,.,1.5,-1.7
Cc1cccc(C2NC(c3cccc(C)c3)C(C)C(=O)C2C)c1 (stereo not drawn),-4.3,3.7,-0.2,0.8,-2.7,-0.3,0.3,1.1,2.5,-0.3
Cc1ccc2oc(-c3cccc(NC(=O)/C=C/c4cccc([N+](=O)[O-])c4)c3C)nc2c1,36.1,-8.5,-0.5,0.3,11.9,31.0,-31.0,4.5,3.6,0.6
Cc1cc([N+](=O)[O-])ccc1NC(=O)c1csc(C)c1C,123.8*,30.5,-3.0,.,22.2,44.1,-44.1,.,1.7,-3.5
CN1C(=O)c2cccc3c(Br)ccc(c23)C1=O,.,.,.,0.3,5.1,.,.,3.0,-0.7,.
C=CCN1C(=O)C(CC(=O)NCC)SC1=Nc1cc(Cl)ccc1Cl (stereo not drawn),8.4,-5.1,1.0,1.1,-3.9,13.4,-13.4,2.7,-0.2,0.4
CSc1ccccc1NC(=O)CN1C(=O)C2CC=CCC2C1=O (stereo not drawn),2.2,1.9,-2.4,.,-1.6,8.6,-8.6,.,0.8,-2.1
C=CCOc1ccc2ccccc2c1CNc1ncn[nH]1,-10.2,-5.3,.,-1.5,.,-3.4,3.4,1.0,1.5,-0.1

# Overlap with the part before: two compounds, then new ones.
SMILES,MITF act,Tat export inh,CAL PDZ FP-1,E coli growth,Wnt bcat act,SR-BI HDL uptake,SR-BI uptake up,AddAB inh,phage Ecoli inh,CAL PDZ FP-2
CSc1ccccc1NC(=O)CN1C(=O)C2CC=CCC2C1=O (stereo not drawn),2.2,1.9,-2.4,.,-1.6,8.6,-8.6,.,0.8,-2.1
C=CCOc1ccc2ccccc2c1CNc1ncn[nH]1,-10.2,-5.3,.,-1.5,.,-3.4,3.4,1.0,1.5,-0.1
O=C(CSc1nc(-c2ccco2)cc(C(F)(F)F)n1)Nc1ccc2c(c1)CCC2,-13.3,-11.2,0.3,-2.4,-1.9,14.5,-14.5,2.4,1.5,0.5
CCCN(CC(=O)Nc1ccccc1C)C(=O)COC(=O)CSc1ccc([N+](=O)[O-])cc1,-7.0,-3.4,-1.1,1.3,-3.2,4.0,-4.0,-0.7,0.0,-1.4
COC(=O)N1[C@H](C)C=C[C@]1(Cc1ccccc1)C(=O)O,-1.2,1.6,-3.0,1.4,4.1,7.1,-7.1,2.5,-2.1,-0.9
CC(C)(CNC(=O)c1cc(Cl)c(O)c(Cl)c1)N1CCCCC1,1.2,-2.7,-0.1,1.3,1.0,.,.,0.8,0.1,-2.0
Cc1ncoc1C(=O)N1CCCC(C(=O)c2ccc(-c3ccccc3)c(F)c2)C1 (stereo not drawn),14.7,8.2,0.8,3.5,-2.3,.,.,1.2,2.6,-4.5
CCCCN(C(=O)c1ccc(NC2CC2)c([N+](=O)[O-])c1)c1c(N)n(CCCC)c(=O)[nH]c1=O,-2.8,2.6,-5.5,.,-1.0,15.3,-15.3,.,-2.2,-3.2
Cc1cc2c(cc1C)CSC(c1ccccc1OC(=O)C(C)C)SC2,3.4,-0.8,1.4,1.2,.,-20.7,20.7,2.0,3.3,-0.4
CCOC(=O)N1CCN(C(=O)c2ccc3nc(N4CCC(C)CC4)sc3c2)CC1,10.7,9.3,-4.2,-1.9,.,-2.9,2.9,2.0,0.4,.
N/C(=N\OC(=O)Cc1ccc([N+](=O)[O-])cc1)c1ccccn1,1.9,-2.3,0.1,.,1.6,16.7,-16.7,.,2.1,0.0
O=C(O)c1ccc(-n2cccn2)c([N+](=O)[O-])c1,-6.2,-9.7,-1.7,-0.1,.,-14.1,14.1,1.6,4.5,0.5
CCC(C)n1c(/C=C/c2ccccc2)nc2ccccc21 (stereo not drawn),1.0,6.8,-0.4,-1.8,8.0,-8.2,8.2,0.4,3.2,-1.5
Cc1nn(-c2ccccc2)c(C)c1NC(=O)COc1ccc(Cl)cc1Cl,-0.8,6.9,-5.7,-2.4,0.4,-2.3,2.3,3.4,-0.4,-1.2
CCC(C)N(C)C(=O)c1cc2ccccc2c(-c2ccccc2Cl)n1 (stereo not drawn),-7.1,0.5,4.0,1.5,-1.7,15.1,-15.1,-0.9,2.7,-0.2
O=C(c1csc2ccccc12)N1CCCCCC1,4.3,10.4,0.7,2.6,.,-16.9,16.9,1.3,1.8,0.0
Cc1ccccc1N1CCN(C2CCCN(C(=O)c3cn4cccc(C)c4n3)C2)CC1 (stereo not drawn),-11.5,-0.3,-3.4,.,1.8,30.2,-30.2,.,1.8,-3.5
O=C(NNC(=S)Nc1ccccc1)c1cccs1,14.9,3.8,-1.3,-1.0,.,-23.4,23.4,1.5,2.0,0.4
Cc1c(NC(=S)NC(=O)c2cccc([N+](=O)[O-])c2)c(=O)n(-c2ccccc2)n1C,12.6,-2.4,0.0,2.7,-2.9,-9.8,9.8,2.3,0.4,-0.4
CC(Oc1ccc(F)cc1F)C(=O)NNC(=S)NCC1CCCO1 (stereo not drawn),5.9,-4.1,-1.1,-0.7,1.6,-24.3,24.3,-1.1,-0.9,-1.7
COC(=O)C1=C(C)NC2=C(C1c1ccc(O)cc1)S(=O)(=O)c1ccccc12 (stereo not drawn),-2.1,14.7,0.0,0.0,-2.3,0.2,-0.2,3.6,-0.7,-3.1
CS(=O)c1ccccc1-c1nc(-c2cc(C(F)(F)F)cc(C(F)(F)F)c2)no1 (stereo not drawn),-14.7,7.8,2.1,-1.3,.,27.2,-27.2,2.4,2.4,-0.3
Cc1ccc(C(=O)O/N=C(\N)c2ccc(C(F)(F)F)cn2)cc1,42.7,-5.8,-6.8,-0.9,10.6,-11.7,11.7,3.7,1.8,0.3
Cc1ccc(C)c(NC(=S)N(CCc2nc3cc(C)c(C)cc3[nH]2)Cc2cccnc2)c1,-3.3,-3.4,-0.7,4.3,.,-12.6,12.6,2.7,0.1,-2.3
C[C@H](NS(=O)(=O)c1ccccc1F)C(=O)OCC(=O)Nc1ccc2c(c1)OCCO2,2.0,9.6,-5.2,-1.2,-3.4,-13.4,13.4,0.0,0.0,-0.5
COc1cc(NC(=O)CN2C(=O)COc3ccc(S(=O)(=O)N4CCCC4)cc32)cc(OC)c1,-13.0,-4.9,-5.3,-1.3,-0.4,-24.4,24.4,2.9,1.6,-3.3

# In the list so far, these have a CF3 group:
SMILES,MITF act,Tat export inh,CAL PDZ FP-1,E coli growth,Wnt bcat act,SR-BI HDL uptake,SR-BI uptake up,AddAB inh,phage Ecoli inh,CAL PDZ FP-2
O=C(CSc1nc(-c2ccco2)cc(C(F)(F)F)n1)Nc1ccc2c(c1)CCC2,-13.3,-11.2,0.3,-2.4,-1.9,14.5,-14.5,2.4,1.5,0.5
CS(=O)c1ccccc1-c1nc(-c2cc(C(F)(F)F)cc(C(F)(F)F)c2)no1 (stereo not drawn),-14.7,7.8,2.1,-1.3,.,27.2,-27.2,2.4,2.4,-0.3
Cc1ccc(C(=O)O/N=C(\N)c2ccc(C(F)(F)F)cn2)cc1,42.7,-5.8,-6.8,-0.9,10.6,-11.7,11.7,3.7,1.8,0.3

# (list continues)
SMILES,MITF act,Tat export inh,CAL PDZ FP-1,E coli growth,Wnt bcat act,SR-BI HDL uptake,SR-BI uptake up,AddAB inh,phage Ecoli inh,CAL PDZ FP-2
CCOC(=O)Cn1c(=O)oc2ccc(C)cc21,7.3,5.8,-3.8,1.1,-2.2,-3.1,3.1,0.0,1.1,-0.7
CC(=O)c1ccc(OC(=O)C(CCS(C)(=O)=O)N2C(=O)c3ccccc3C2=O)cc1 (stereo not drawn),1.3,2.5,.,-1.5,.,-12.6,12.6,0.2,-1.3,-3.2
COc1ccccc1CCNC(=O)CSc1nnc2ccc(-c3cccnc3)nn12,-12.0,10.0,-0.9,-2.1,2.2,.,.,1.7,-0.8,-2.1
Cc1cccc(N2CCN(C(=O)CCCSc3nc4ccccc4[nH]3)CC2)c1C,-8.7,11.5,-7.0,1.4,.,42.4,-42.4,1.9,3.2,.
CCN1C(=NCCc2ccccn2)N[C@@H](c2cccc(C(F)(F)F)c2)C(C(=O)OC)=C1C,7.0,-9.8,-5.5,-1.1,-1.9,5.2,-5.2,0.9,0.6,-1.6
COc1ccc(-c2cc(NCCc3ccncc3)n3ncnc3n2)cc1,8.3,-7.6,.,-2.6,-0.6,20.1,-20.1,0.8,1.6,-2.0
CCN1CCc2c(sc(NC(=O)c3ccc(S(=O)(=O)N4CC(C)OC(C)C4)cc3)c2C(N)=O)C1 (stereo not drawn),-0.6,-1.5,-1.2,-2.1,-1.2,-23.1,23.1,-0.1,0.0,-2.1
O=C(Nc1cc2c3c(c1)CC(=O)N3CCC2)c1ccc(Br)o1,9.1,2.4,0.3,0.3,10.9,.,.,-1.1,0.8,-2.3
O=C(CN1CCN(Cc2ccccc2)CC1)NCCc1ccccc1,.,1.4,1.8,-2.1,-1.1,-11.1,11.1,0.3,0.4,-1.2
O=C(CCS(=O)(=O)c1ccc(Br)cc1)N1CCN(c2ccc(Cl)cc2)CC1,1.6,-3.6,0.7,0.2,.,-20.6,20.6,-0.2,1.6,0.1
COc1ccc(S(=O)(=O)N2CCC(C(=O)O)(c3ccccc3)CC2)cc1,.,-5.5,-7.2,-0.7,-1.7,0.8,-0.8,4.7,-0.7,-0.1
O=C(Nc1ccccc1)NC1CCCCNC1=O (stereo not drawn),.,.,.,-1.1,2.0,.,.,2.0,-4.5,.
CCN(c1ccccc1)S(=O)(=O)c1ccc(NC(=O)c2ccco2)cc1,-4.4,4.9,3.5,0.1,-1.5,-13.4,13.4,5.5,0.8,-1.0

# 2 entries from above, with bars between the fields.
molecule | MITF act | Tat export inh | CAL PDZ FP-1 | E coli growth | Wnt bcat act | SR-BI HDL uptake | SR-BI uptake up | AddAB inh | phage Ecoli inh | CAL PDZ FP-2
COc1ccccc1CCNC(=O)CSc1nnc2ccc(-c3cccnc3)nn12 | -12.0 | 10.0 | -0.9 | -2.1 | 2.2 | . | . | 1.7 | -0.8 | -2.1
Cc1cccc(N2CCN(C(=O)CCCSc3nc4ccccc4[nH]3)CC2)c1C | -8.7 | 11.5 | -7.0 | 1.4 | . | 42.4 | -42.4 | 1.9 | 3.2 | .

# Screening data from PubChem.
